UTI89 phage lysis = protection from phage-mediated lysis, alamar blue read-out – E. coli UTI89, K1F phage, bacterial capsule biogenesis inhibitors (AID 488966); 0.02% of 340,000 active; E. coli UTI89 K1F phage lysis, alamar blue, 2 h; higher % means a stronger effect; inhibition, % at 100 µM, or IC50 in µM where a hit was titrated;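 active = phage lysis inhibition, versus mean bacterial control, above a set limit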;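 also: capsule biogenesis inhibitors block K1F phage lysis so surviving cells raise fluorescence; higher fluorescence means more inhibition of phage lysis; actives were called in the ten point dose series up to 300 µM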
Lipid droplet = hepatic lipid droplet formation modulation | AML12 mouse hepatocytes, oleate lipid droplets, BODIPY imaging | inhibition, % at 6.5 µM | 0.4% of 240,000 active;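 active = lipid droplet intensity inhibited by at least 50%, with more than 500 cells counted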
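material = mouse AML12 hepatocyte cell line, fixed after treatment | also added = 100 µM oleic acid challenge | doses = compound at 6.5 µM only | schedule = overnight exposure | technique = Image-based BODIPY and DAPI two-channel analysis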
SIAH1 antagonists = blockers of Siah-1 interaction with plectin peptide – biochemical, fluorescence polarization, rhodamine-plectin, uHTS, primary screen (AID 1817) | one-dose displacement, % at 20 µM; IC50 in µM for titrated hits | 0.02% of 290,000 active | Siah-1 / rhodamine-plectin peptide fluorescence polarization; higher % means a stronger effect;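 active = displacement of at least 50% at 20 µM, with a fluorescence ratio check between 0.3 and a set limit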;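 also: plate controls were Siah plus tracer with DMSO for no effect and tracer alone without Siah for full effect; strong numbers were not always called active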
Lipid droplet cells 6.5 µM = recorded beside Lipid droplet, whose call it bears; cell count; measured here: cell count, cytotoxicity flag;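 cells counted across two imaged fields per well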
* hit, by the source's call; [ ] = remark or other dose.

SMILES	UTI89 phage lysis	Lipid droplet	Lipid droplet cells 6.5 µM	SIAH1 antagonists
COc1cc(NC(=O)CN(C)S(=O)(=O)c2ccc3c(c2)CC(C)N3C(C)=O)cc(OC)c1 (stereo not given)	0.4%	-28	694	1%
CCC(=O)N(Cc1cc(=O)[nH]c2ccccc12)c1ccc(C)cc1C	0.0%	-27	829	16%
COc1ccc2c(c1)C(NS(=O)(=O)OCC(Cl)(Cl)Cl)CCC2 (stereo not given)	-1.3%	-13	838	1%
COc1c(C)cc(C(=O)C2CCCN(C(=O)c3cc(C)n(C)n3)C2)cc1C (stereo not given)	0.4%	8	725	4%
Cc1cccc(C2NC(=O)c3ccccc3O2)c1 (stereo not given)	-0.1%	-1	816	2%
CC1CCCC(NC(=O)C2N(CCCN3CCCC3)C(=O)C3C(C(=O)Nc4cccc(Cl)c4)C4C=CC32O4)C1C (stereo not given)	0.8%	-1	805	-2%
CCOc1ccccc1N(CC(=O)Nc1ccccc1)S(=O)(=O)c1ccccc1	-1.2%	-18	761	4%
CC1(C)c2[nH]c3ccccc3c2C[C@H]2C(=O)N(CCCCCO)CC(=O)N21	0.5%	1	828	14%
CC1Cc2ccccc2N1Cc1cccc(S(=O)(=O)N(C)C)c1 (stereo not given)	0.1%	-28	806	-4%
CCOC(=O)c1ccc(NC(=O)CCC(=O)NCc2ccco2)cc1	0.1%	-2	841	3%
O=C(CSc1n[nH]c(-c2ccncc2)n1)Nc1ccccc1	0.2%	-6	704	-4%
O=C(NC1(Cc2ccc(O)cc2)CCCCC1)c1ccccc1	-0.3%	-1	789	10%
COc1ccc(NC(=O)COc2ccc3c(c2)OCO3)cc1	0.1%	-8	815	2%
COc1ccc(CNC(=O)CN2C(=O)CSc3ccc(S(=O)(=O)N4CCOCC4)cc32)cc1	-0.1%	-13	739	5%
CC(=O)CSc1nc2c(c(=O)[nH]c(=O)n2C)n1Cc1ccccc1Cl	1.4%	-2	801	3%
CCN(c1cccc(C)c1)S(=O)(=O)c1cc(CN2C(=O)c3cccnc3C2=O)ccc1OC	0.3%	-9	751	4%
COC(=O)c1ccccc1NC(=O)CCCn1nc(C)c2c(C)n(-c3ccccc3)nc2c1=O	0.0%	-22	685	2%
Cc1ccc(-c2ccc(SCC(=O)NC3CCCCC3)nn2)cc1	0.2%	-7	614	-1%
CCOc1ccc2[nH]c3nc(SCC(=O)NC4CCCC4)nnc3c2c1	1.5%	-1	767	-6%
CC(C)[C@H](NC(=O)OCc1ccccc1)C(=O)OCc1ccccc1	0.1%	2	762	1%
CS(=O)(=O)Cc1ccc(C(=O)N(CCc2ccccc2)Cc2ccccc2)cc1	3.3%[50 µM]	-2	697	10%
O=C(CSc1nnc(CNC(=O)c2ccccc2)o1)NCc1ccco1	0.1%	23	642	-3%
CCOC(=O)N1CCN(C(=O)c2cc3c(=O)n4cccc(C)c4nc3s2)CC1	0.4%	2	748	4%
Cn1cnc2c1c(=O)[nH]c(=O)n2Cc1ccccc1	0.6%	3	834	3%
CC(C)(C)c1ccc(-n2ncc3c2CCCC3NC(=O)C2=NNC(=O)CC2)cc1 (stereo not given)	0.0%	-1	811	9%

The results go on:
SMILES	UTI89 phage lysis	Lipid droplet	Lipid droplet cells 6.5 µM	SIAH1 antagonists
O=C(OCc1c(F)cccc1Cl)c1cnc2ccccc2n1	0.2%	-10	811	3%
NC(=O)Cn1cc(/C=N\NS(=O)(=O)c2ccc(Cl)cc2)c2ccccc21	-0.1%	-3	814	13%
CCOC(=O)C1(CCOc2ccccc2)CCN(Cc2ccc(O)c(OC)c2)CC1	0.4%	-6	799	0%
COC(=O)c1sc(N2C(=O)C(O)=C(C(=O)c3ccc(C)o3)C2c2ccc([N+](=O)[O-])cc2)nc1C (stereo not given)	0.3%	-62	647	0%
Cc1cc(NC(=O)CCN2CCN(C/C=C/c3ccccc3)CC2)ccc1Br	1.4%	9	769	7%
COc1ccccc1-c1c(C)nn2c(N)c(-c3ccc(Cl)cc3)cnc12	0.1%	-3	814	2%
O=C(Oc1cccc(/C=N/NC(=O)c2ccccn2)c1)c1ccc([N+](=O)[O-])cc1	-0.1%	1	667	8%
CC(=O)N/C(=C\c1ccccc1)C(=O)OCc1ccc(C)cc1	-0.4%[50 µM]	16	594	-4%
O=S(=O)(NCC1CCCO1)c1ccc(Cl)cc1 (stereo not given)	1.0%	-1	810	11%
O=C(NCc1ccccc1)c1ccc2c(c1)C(=O)N(Cc1cccnc1)C2=O	0.0%	5	624	-2%
CCN(CC)C(=O)C1c2ccccc2Oc2ccccc21	-0.1%	-14	866	8%
COc1ccccc1CNC(=O)CCCC(=O)n1nc(C)c2ccccc21	0.3%	-2	727	6%
N#CCC(=O)Nc1ccc(C(=O)OCC(=O)N(C2CCCCC2)C2CCCCC2)cc1	0.0%	-13	773	30%
Fc1ccc(-n2c(-c3ccco3)n[nH]c2=S)cc1	0.6%[50 µM]	4	712	-8%
CC(C)CCn1c(COc2ccccc2)nn(CCC#N)c1=S	0.3%	11	800	4%
FC(F)Sc1ccc(NC2=NCCCCC2)cc1	0.2%	-9	864	5%
NS(=O)(=O)c1cccc(NC(=O)CCC(=O)c2cccs2)c1	0.1%	5	862	12%
Cc1cc(C)nc(SCC(=O)Nc2nccs2)n1	0.1%	-5	850	2%
O=C(CSc1nnc(CNC(=O)c2c(F)cccc2Cl)o1)NC1CCCC1	0.2%	5	683	10%
O=C(Cn1c2ccccc2c2nc3n(c(=O)c21)CCS3)N1CCCC1	-0.2%	0	653	-7%
O=C(COc1ccc(Cl)cc1Cl)NNC(=O)c1cccnc1	0.5%	10	776	-4%
COc1cccc(CNC(=O)C2CCCN(c3ncnc4c3nc3n4CCCCC3)C2)c1 (stereo not given)	0.2%	-6	725	2%
CN(C)c1cc[n+](CC(=O)Nc2cccc([N+](=O)[O-])c2)cc1	0.1%	0	826	1%
CC(C)Cn1c(=O)c2c(nc3n2CCCN3Cc2ccccc2)n(C)c1=O	-0.1%	-26	645	4%
COc1ccccc1CN1CCCC(N2CCN(c3ccc(F)cc3)CC2)C1 (stereo not given)	1.0%	10	815	-4%

Remaining list, next part:
SMILES	UTI89 phage lysis	Lipid droplet	Lipid droplet cells 6.5 µM	SIAH1 antagonists
O=S(=O)(NCc1ccccc1)c1ccc(Br)c2nsnc12	0.1%	14	694	-3%
O=C(O)c1cc(N2CCOCC2)nc2ccccc12	0.1%	15	848	7%
CCOc1ccc(OCC)c(NC(=O)c2ccc(CNc3c(N4CCCC4)c(=O)c3=O)cc2)c1	0.1%	-7	641	0%
O=C(CN(Cc1ccccc1)S(=O)(=O)c1ccc(F)cc1)NCc1ccccn1	-0.1%	4	812	3%
O=C1[C@H]2[C@@H](c3ccc(F)cc3)N3C(=O)N(c4ccc(Br)cc4)C(=O)[C@@]3(Cc3ccc(Cl)cc3)[C@H]2C(=O)N1C1CCCCC1	0.8%	-17	705	6%
CC(C)CN(C(=O)COC(=O)c1c2c(nc3ccccc13)CCC2)c1c(N)n(Cc2ccccc2)c(=O)[nH]c1=O	0.5%	1	836	5%
CSc1ccccc1OCc1cc(C(=O)N2CCNC(=O)C2)no1	0.1%	-1	833	12%
O=C(c1cccc(-c2ccco2)c1)N1CCCC(N2CCN(c3ccc(F)cc3)CC2)C1 (stereo not given)	0.1%	-14	784	-3%
O=[N+]([O-])c1ccc(S(=O)(=O)Nc2ccc(S(=O)(=O)N3CCCC3)cc2)cc1	0.0%	14	839	2%
C/C(=N\NC(=O)C1CCCC1)c1ccc(C(C)C)cc1	0.3%	18	660	10%
COc1ccc(C(=O)NCCNc2nc3cc(C)c(C)cc3cc2C)cc1	0.5%	-6	858	-5%
CCCN1CCN(C(=O)CCn2c(=O)c3cccn3c3cccnc32)CC1	-0.2%	-1	703	0%
CC(=O)Nc1ccc(-c2csc(NC(=O)CC(NC(C)=O)c3ccccc3)n2)cc1 (stereo not given)	0.1%	-10	790	-4%
CC(=O)Nc1ccc(NC(=O)CSc2nnc(-c3cccs3)n2C)cc1	0.3%	0	788	0%
O=C(CN1C(=O)c2ccccc2S1(=O)=O)NC1CCCCC1	0.3%	-4	858	-4%
O=C1CCN(Cc2ccc([N+](=O)[O-])cc2)CCN1[C@H](CO)Cc1ccccc1	1.0%	-2	802	-4%
CC(=O)c1ccc(NC(=S)N2CCN(S(=O)(=O)c3ccc(F)cc3)CC2)cc1	0.8%[50 µM]	-1	835	2%
CC1CC(=O)N(CC(=O)NC2CCCCC2)c2ccccc2S1 (stereo not given)	0.0%	-1	723	1%
Cc1cc(F)ccc1NS(=O)(=O)c1c(C)nc2scc(C)n2c1=O	0.1%	-30	818	-2%
Cc1cc(C)c(C)c(S(=O)(=O)NCC(=O)Nc2ccccc2F)c1C	-0.1%	-20	870	-7%
O=C(CN1C(=O)S/C(=C\c2ccc(O)c([N+](=O)[O-])c2)C1=O)Nc1ccc(N2CCOCC2)cc1	0.5%[50 µM]	10	721	-1%
CCc1nnc(NC(=O)CSc2nnc(C)c(=O)n2N)s1	0.0%	-6	795	-3%
Cc1cccc(NC(=O)Nc2ccccc2)n1	0.3%	15	676	-2%
O=C(N/N=C/c1ccoc1)c1cc(Br)ccc1O	1.1%[50 µM]	5	834	0%
Cc1ccccc1CN1CCNC(=O)C1CC(=O)NC1CCCCCCC1 (stereo not given)	0.3%[50 µM]	-11	797	-5%

In a second layout: entries from further up
Values run as follows: UTI89 phage lysis, Lipid droplet, Lipid droplet cells 6.5 µM, SIAH1 antagonists
> CCCN1CCN(C(=O)CCn2c(=O)c3cccn3c3cccnc32)CC1
→ -0.2%, -1, 703, 0%
> CC(=O)Nc1ccc(-c2csc(NC(=O)CC(NC(C)=O)c3ccccc3)n2)cc1 (stereo not given)
→ 0.1%, -10, 790, -4%
> CC(=O)Nc1ccc(NC(=O)CSc2nnc(-c3cccs3)n2C)cc1
→ 0.3%, 0, 788, 0%
> O=C(CN1C(=O)c2ccccc2S1(=O)=O)NC1CCCCC1
→ 0.3%, -4, 858, -4%
> O=C1CCN(Cc2ccc([N+](=O)[O-])cc2)CCN1[C@H](CO)Cc1ccccc1
→ 1.0%, -2, 802, -4%
> CC(=O)c1ccc(NC(=S)N2CCN(S(=O)(=O)c3ccc(F)cc3)CC2)cc1
→ 0.8%[50 µM], -1, 835, 2%
> CC1CC(=O)N(CC(=O)NC2CCCCC2)c2ccccc2S1 (stereo not given)
→ 0.0%, -1, 723, 1%
> Cc1cc(F)ccc1NS(=O)(=O)c1c(C)nc2scc(C)n2c1=O
→ 0.1%, -30, 818, -2%
> Cc1cc(C)c(C)c(S(=O)(=O)NCC(=O)Nc2ccccc2F)c1C
→ -0.1%, -20, 870, -7%
> O=C(CN1C(=O)S/C(=C\c2ccc(O)c([N+](=O)[O-])c2)C1=O)Nc1ccc(N2CCOCC2)cc1
→ 0.5%[50 µM], 10, 721, -1%
> CCc1nnc(NC(=O)CSc2nnc(C)c(=O)n2N)s1
→ 0.0%, -6, 795, -3%
> Cc1cccc(NC(=O)Nc2ccccc2)n1
→ 0.3%, 15, 676, -2%
> O=C(N/N=C/c1ccoc1)c1cc(Br)ccc1O
→ 1.1%[50 µM], 5, 834, 0%

(more compounds)
SMILES	UTI89 phage lysis	Lipid droplet	Lipid droplet cells 6.5 µM	SIAH1 antagonists
O=C(O)c1cc(-c2cccs2)nc2ccc(F)cc12	-0.1%	-8	759	10%
COc1cccc(NC(=O)C(=O)N/N=C/c2ccc3c(c2)OCO3)c1	1.6%[50 µM]	0	843	7%
Cc1nn(CC(=O)NCC(C)c2ccccc2)c(=O)c2cc(-c3ccccc3)nn12 (stereo not given)	0.5%	-25	666	3%
O=C(NCc1ccccc1)c1c(Cl)nc(Cl)c(Cl)c1Cl	0.8%	4	650	6%
C/C(=N\NC(=O)c1nnn(-c2nonc2N)c1CN(C)c1ccccc1)c1ccc(O)cc1	0.1%	5	671	-2%
COCCN1C(=O)C(=O)/C(=C(/O)c2ccc(S(=O)(=O)N3CCCCC3)cc2)C1c1ccc(O)c(OC)c1 (stereo not given)	0.2%	-4	746	2%
CC(Sc1ccccc1)C(=O)N1CCN(S(=O)(=O)c2cccc(Br)c2)CC1 (stereo not given)	-0.9%	-30	771	-6%
COc1ccc(CC(=O)NCCCSc2ccccc2)cc1OC	0.0%	4	674	-2%
CCOC(=O)N1CCN(Cc2nc3ccc([N+](=O)[O-])cc3c(=O)n2-c2ccccc2F)CC1	0.5%	2	629	-5%
CCC(=O)Nc1nnc(SCC(=O)NC2CCCC2)s1	0.1%	-1	801	-4%
CN(C)S(=O)(=O)c1ccc2c(c1)C(=NO)c1cc(S(=O)(=O)N(C)C)ccc1-2	0.2%	7	688	1%
CCc1ccccc1NC(=O)C1CCN(S(=O)(=O)c2ccc3c(c2)N(C(C)=O)CCO3)CC1	0.0%	1	700	4%
COc1ccc(-c2cn3c(C)c(C(=O)N4CCN(c5ccccc5F)CC4)sc3n2)cc1	9.6%	10	745	3%
CC1c2cc3c(cc2CCN1C(=O)c1ccc(Cl)cc1)OCCCO3 (stereo not given)	0.0%	-4	695	-4%
O=C(Nc1ccncc1)c1ccc([N+](=O)[O-])cc1Cl	-0.2%	21	866	0%

Only part of the results is shown, so the mix of outcomes need not match the whole.
